aSyn yeast inh = qHTS of alpha-syn Inhibitors; Yeast expressing alpha-synuclein, growth rescue, BacTiter-Glo, 24 h; Potency, µM (highest dose often 46.1 µM), without a hit: at the top dose growth rescue (activation), most hits filed as activators; hit rate 0.14% among 370,000; AID 652106, 2013; note: potency is the fitted concentration of half-maximal effect; % of control where 0% means no effect; nearly all actives have a fitted effect of over 65% in size
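Rescue of yeast growth: cells expressing toxic alpha-synuclein, induced in galactose at OD600 0.02, incubated with compound 24 h at 30 C. ATP luminescence quantified growth; inhibitors of toxicity appear as activators.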
GLP-1R agonist = qHTS of GLP-1 Receptor Agonists; AID 624172, 2012; Glucagon-like peptide 1 receptor (Homo sapiens), P43220; hit rate 0.007% among 380,000; HEK293 GLP-1R CRE-luciferase, luminescence, 4-6 h; cells express a hypersensitive GLP-1R form; Potency, µM (doses to about 45.6 µM), inactives show at the highest dose activation, hits mostly activators; note: potency is the fitted concentration of half-maximal effect; % of control where 0% means no effect
GLP-1R inv ag = qHTS of GLP-1 Receptor Inverse Agonists (Inhibition Mode). HEK293 GLP-1R CRE-luciferase, luminescence, 24 h; GLP-1R form is constitutively active. Potency, µM (highest dose often 38.3 µM), for the others: at the top dose activity change, negative = inhibition, most hits filed as inhibitors. AID 624417, 2012. Glucagon-like peptide 1 receptor (Homo sapiens), P43220. hit rate 1.6% among 410,000; note: potency is the fitted concentration of half-maximal effect; % is set by controls: 0 for no effect and ±100 for the full control effect; nearly all actives have a fitted effect of over 55% in size
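Using stably transfected HEK293 (constitutively active GLP-1R, cAMP-luciferase reporter), compounds were incubated 24 hr and luciferase measured by luminescence.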
D3 antag = qHTS of D3 Dopamine Receptor Antagonist: qHTS. max response, negative = inhibition, %. hit rate 2.5% among 360,000. D(3) dopamine receptor (Homo sapiens), P35462. D3R cells, DiscoveRx beta-arrestin luminescence, antagonist mode; stronger effect = lower value; in the data active = max response below about -50%; inconclusive = no clear call, values can overlap the other calls; note: % is set by controls: 0 for no effect and ±100 for the full control effect; mostly tested at two doses, the higher about 12 µM
Target sequence (P35462 whole entry, looked up): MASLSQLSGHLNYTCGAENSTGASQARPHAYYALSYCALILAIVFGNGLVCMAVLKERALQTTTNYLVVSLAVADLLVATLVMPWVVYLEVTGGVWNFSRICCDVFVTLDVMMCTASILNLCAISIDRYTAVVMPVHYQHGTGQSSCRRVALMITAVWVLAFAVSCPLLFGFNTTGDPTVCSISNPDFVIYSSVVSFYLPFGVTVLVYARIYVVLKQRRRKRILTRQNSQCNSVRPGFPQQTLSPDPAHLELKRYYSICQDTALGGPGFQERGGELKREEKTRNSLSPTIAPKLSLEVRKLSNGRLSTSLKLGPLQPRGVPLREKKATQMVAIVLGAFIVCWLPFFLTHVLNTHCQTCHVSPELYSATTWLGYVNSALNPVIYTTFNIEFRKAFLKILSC
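Cells plated overnight at 1500 cells/well, then exposed to library compounds with dopamine controls for 90 minutes at 37 degrees C. DiscoveRx reagent added for 30–60 minutes at room temperature; luminescence read, quantitative HTS format.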
Abeta yeast res = qHTS for compounds that reverse cellular toxicity of Amyloid beta (A-beta) peptide in yeast: Primary Screen. yeast expressing A-beta42, growth rescue, OD600, 48 h; response scale: 0% DMSO, 100% iron-clioquinol control. Potency, µM (series often up to 46.1 µM), for inactives: at the highest dose growth rescue, actives largely listed as activators. hit rate 0.063% among 410,000; note: potency is the fitted concentration of half-maximal effect; nearly all actives have a fitted effect of over 55% in size
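Growth rescue measured by 600 nm absorbance after 48 h yeast culture at 30 C with compound. Values normalized between DMSO and an equimolar ferric chloride plus clioquinol control.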
TDP-43 yeast inh = qHTS of TDP-43 Inhibitors; TDP-43 expressing yeast growth rescue, BacTiter-Glo, 24 h; Potency, µM (series often up to 46.1 µM), for the others: at the highest dose growth rescue (activation), hits mostly activators; hit rate 1.8% among 410,000; note: potency is the fitted concentration of half-maximal effect; % of control where 0% means no effect; nearly all actives have a fitted effect of over 50% in size
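Galactose-induced TDP-43 yeast, OD600=0.02, compound pinned; 24 hr, 30 deg C; BacTiter-Glo luminescence for growth. Inhibitors of TDP-43 toxicity read as activators.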
FUS suppressor = qHTS for Suppressors of FUS Proteinopathy: Primary screen using FUS-linked yeast assay; S. cerevisiae FUS-expressing, growth rescue, OD600, 24 h; Potency, µM (doses to about 76.6 µM), inactives show top-dose growth rescue (activation), actives largely listed as activators; hit rate 0.24% among 390,000;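 note: potency is the fitted concentration of half-maximal effect; plate controls were DMSO vehicle for no effect and reference control for full effect; nearly all actives have a fitted effect of over 55% in size; some results filed as inactive show a strong effect at the top dose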
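Toxicity suppression screen in FUS-yeast. Cells induced with 2% galactose, starting OD 0.005, treated 24hr at 30C with compounds at multiple final concentrations; growth by OD600.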
Akt phos inh = HTS Assay for Inhibitors of Akt Phophorylation: Primary Screen; Neuro2A IGF-stimulated pAkt S473 HTRF, 20 min; stronger effect = lower value; activity change, % for hits at 50 µM; hit rate 0.32% among 360,000; AID 651550, 2012; in the data active = activity change below about -80%; inconclusive = mostly about -51% to -80%; note: % is set by controls: 0 for no effect and ±100 for the full control effect
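Neuro2A cells (4,500/well, DMEM with 0.5% FBS) were treated with compound at a single 50 µM final concentration, stimulated with 6 nM IGF for 20 min at 37 °C, and lysed. Phospho-Akt Ser473 was read by HTRF as 665/615 ratio ×10^4.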
PTHR1 agonist = qHTS for PTHR1 Agonists: Primary Screen. Parathyroid hormone/parathyroid hormone-related peptide receptor (Homo sapiens), Q03431. HEK293 GP2 PTHR1 cells, GloSensor cAMP luminescence, 1 h. Potency, µM (series often up to 115 µM), inactives show at the top dose activation, actives largely listed as activators. hit rate 0.075% among 410,000. AID 743266, 2014; note: potency is the fitted concentration of half-maximal effect; nearly all actives have a fitted effect of over 55% in size; some results filed as inactive show a strong effect at the top dose; inactives centre near -15; many of its hits are not listed in these tables
Target sequence (Q03431 whole entry, looked up): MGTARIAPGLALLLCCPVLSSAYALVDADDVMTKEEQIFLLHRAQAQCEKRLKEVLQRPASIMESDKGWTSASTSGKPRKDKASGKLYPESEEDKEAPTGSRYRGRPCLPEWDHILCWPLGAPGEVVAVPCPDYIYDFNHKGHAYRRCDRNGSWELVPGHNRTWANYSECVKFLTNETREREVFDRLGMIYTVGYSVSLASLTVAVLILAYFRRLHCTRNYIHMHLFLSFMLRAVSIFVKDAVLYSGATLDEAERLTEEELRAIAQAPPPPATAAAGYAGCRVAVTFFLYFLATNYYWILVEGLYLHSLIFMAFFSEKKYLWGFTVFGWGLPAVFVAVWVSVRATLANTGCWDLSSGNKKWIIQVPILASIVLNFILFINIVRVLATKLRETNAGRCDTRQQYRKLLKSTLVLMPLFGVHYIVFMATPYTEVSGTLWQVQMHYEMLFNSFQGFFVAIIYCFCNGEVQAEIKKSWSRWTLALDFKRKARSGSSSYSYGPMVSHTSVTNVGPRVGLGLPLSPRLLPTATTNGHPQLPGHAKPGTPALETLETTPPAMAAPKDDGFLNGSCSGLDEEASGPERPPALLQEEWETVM
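HEK-293-derived GP2 cells expressing PTHR1 and a GloSensor cAMP reporter, 3,000/well, plated overnight, given luciferin plus IBMX (each 0.5 mM as added) for 1 h at 37 °C, then compound for 1 h at 37 °C. Luminescence was read after 15 min at room temperature.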
Active calls of the source: *; i = inactive; ? = inconclusive; / = not tested or not shown; & = joins results of further samples; [ ] = dose if it differs, or a comment. Unless noted, calls come from the whole dose curve; as a rule, active = well fitted curve in the direction sought with a large enough effect; inconclusive = small, poorly fitted or top-dose-only effect, or another doubt; inactive = no such curve, though single readings can be large; an effect the other way counts as inactive or inconclusive. The list is partial; count on the stated rates, not on these rows.

SMILES	aSyn yeast inh	GLP-1R agonist	GLP-1R inv ag	D3 antag	Abeta yeast res	TDP-43 yeast inh	FUS suppressor	Akt phos inh	PTHR1 agonist
CC(C)(C)OC(=O)C[C@@H]1C/C=C\C[C@@H](CC(=O)N[C@@H](CO)Cc2ccccc2)C(=O)NCCOC1=O	1%	2%	5%	-11	-7%	16%	29%	i	-21%
COc1cccc(C(=O)C2CCCN(C(=O)CCc3scnc3C)C2)c1 (configuration not stated)	2%	6%	9%	0	-5%	26%	2%	i	-9%
Cc1ccc(CN2CCSc3ccc(C(=O)NC4CCCC4)cc32)cc1	-2%	3%	2%	?	3%	-10%	16%	i	i
COc1ccc(S(=O)(=O)N2CCCC2c2cccs2)cc1 (configuration not stated)	7%	3%	?	-8	8%	19%	-5%	i	i
O=c1cc(C(F)(F)F)[nH]c(=S)n1-c1ccccc1	-2%	-1%	16%	4	-2%	-8%	12%	i	-2%
N#CC1=C(N)Oc2c(oc(CO)cc2=O)C1c1cccs1 (configuration not stated)	-7%	17%	-2%	-10	10%	1%	11%	i	-3%
O=C(NCCN1CCN(c2ccccc2)CC1)c1cccc(Br)c1	2%	-14%	0%	-16	7%	-21%	1%	i	-21%[57.5 µM]
CN1C(=O)S/C(=C/c2ccccc2OCc2ccc(C(=O)O)cc2)C1=O	11%	4%	-4%[7.66 µM]	-6	8%	1%[9.22 µM]	?	i	-6%
Oc1ccc(/C=N/Nc2ncc(Cl)cc2Cl)cc1	-5%	9%	?	-6	-3%	-1%	16%	i	i
COc1nc(OCC#N)nc(N2CCCCC2)n1	6%	3%	19%[7.66 µM]	20	5%	3%	-17%	i	-16%
CCN(CC)CC(C)CNC(=O)CC(C(=O)N1CCc2ccccc21)n1ccnc1 (configuration not stated)	3%	3%	7%	-18	0%	-17%	9%	i	i
Cc1onc(-c2ccccc2)c1C(=O)N1CCN(S(=O)(=O)c2ccc3c(c2)OCCO3)CC1	-5%	1%	29%	-6	14%	1%	12%	i	i
CCc1cccc(N(C(=O)c2csnn2)C(C(=O)NC(C)(C)C)c2ccncc2)c1 (configuration not stated)	-1%	1%	-16%	16	-9%	6%	37%	i	-8%
CCN(CC)S(=O)(=O)c1ccc2c(c1)N(CC(=O)NCC1CCCO1)C(=O)CO2 (configuration not stated)	-1%	2%	0%	13	-3%	13%	6%	i	i
CC(C)=CC(=O)OCC(=O)Nc1cccc([N+](=O)[O-])c1	-7%	-6%	9%	4	22%	3%	/	i	i
O=C(COc1ccc(F)cc1)N/N=C/c1cccc2cccnc12	?	8%	-25%	-14	-5%	-5%	1%	i	i
O=C(Nc1nc2ccccc2s1)c1ccc(OCC2CCCO2)cc1 (configuration not stated)	-12%	-15%	?	16	5%	-10%	23%	i	-28%
NC(=O)c1snnc1-c1ccccc1	-1%	-1%	6%	-6	3%	-4%	0%	i	i
O=C(Cn1c(=O)oc2cccnc21)Nc1ccc(C(F)(F)F)cc1	-2%	5%	3%	-15	-5%	-4%	22%	i	i
CCCC(=O)Nc1ccc(-c2nc3cc(C)ccc3o2)cc1	-15%	-3%	?	0	-5%	23%	4%	i	-30%[inhibitor]
O=C(CSc1ccc(-c2ccco2)nn1)NCc1ccccc1	-1%	-3%	17%	10	4%	4%	/	i	i
COCc1ccc(C(=O)N2CCCC(N(C)Cc3ccccc3)C2)s1 (configuration not stated)	-4%	-7%	-25%	-11	1%	12%	/	i	7%
C/C(=N\Nc1nc(C)cc(-c2ccccc2)n1)c1ccccc1	-7%	0%	?	11	20%	?	-6%	i	i
CC(=O)O[C@@H]1C[C@H]2C(C)=C[C@H]3OC(=O)[C@@H](C)[C@H]3C[C@H]2[C@]1(C)O	3%	-5%	20%	2	2%	12%	-15%	i	i
CC(C)[C@H](NC(=O)OC(C)(C)C)c1cc(C(=O)N[C@@H](C)c2ccccc2)c(N)s1	0%	/	-25%	-2	3%	11%	?	i	-37%[inhibitor]
CCc1ccccc1NC(=O)N1CCc2cc(OC)c(OC)cc2C1CC(=O)OC (configuration not stated)	/	/	9%	/	-20%	-7%	1%	/	-27%
COc1ccc(OC)c(/C=N/NC(=O)CC2C(=O)NN=C2C)c1 (configuration not stated)	15%	13%	-7%	3	-8%	-7%	0%	i	-17%
COc1ccc(-c2noc(-c3ccccc3C(=O)NCc3ccco3)n2)cc1OC	-1%	5%	4%	42	25%	?	/	i	i
CCOC(=O)C1=C(C)N=C2SCCC(=O)N2C1c1sccc1C (configuration not stated)	-29%	-6%	-16%	0	-16%	-15%	25%	i	-7%[57.5 µM]
COc1cc(C(=O)OCCNC(=O)c2ccccc2)cc(OC)c1OC	7%	15%	2%	24	1%	2%	3%	i	i
CN(C)C1(CNC(=O)C2CCN(S(=O)(=O)c3c(Cl)cccc3Cl)CC2)CCCCC1	1%	10%	?	-13	3%	0%	10%	i	i
Cn1c(=O)c2[nH]c(N=NN3CCCCC3)nc2n(C)c1=O	-11%	13%	11%	5	-1%	-13%	0%	i	i
N#Cc1cnc2sc3ccccc3n2c1=N	2%	-15%	5%	-2	2%	0%	17%	-118%*	-17%
CCOC(=O)C1=C(C)N=c2s/c(=C\c3cccc(OCC(=O)O)c3)c(=O)n2C1c1ccccc1OC (configuration not stated)	3%	-5%	9%	4	2%	-10%	-21%	i	-21%
CNC(=S)N(CCc1c(C)[nH]c2ccccc12)Cc1ccco1	6%	-5%	?	-2	16%	9%	-4%	i	-37%[inhibitor]
COC(=O)CCN1CCC2CC1c1cc(N3CCCCC3)ccc12 (configuration not stated)	6%	-1%	4%	?	-12%	0%	-11%	i	-1%
CC(C)Nc1nc(NC(C)C)nc(SCCOC(=O)Nc2ccc(Cl)cc2Cl)n1	-6%	-5%	?	5	14%	16µM*	/	i	-8%
COc1ccc(-n2c(COc3ccccc3)nnc2SCc2ccc(C#N)cc2)cc1	9%	2%	?	-18	-5%	?	44%	i	i
COc1ccc2cc3c(N)nn(C(=O)c4cccc(F)c4)c3nc2c1	1%	-2%	6%	7	4%	12%	-22%	i	i
COc1ccccc1N1C(=O)c2cccc3c(Cl)ccc(c23)C1=O	-6%	4%	39%[activator]	-12	-6%	14%	19%	i	-9%

Compounds above that contain an aryl thioether with sulfur outside any ring:
SMILES	aSyn yeast inh	GLP-1R agonist	GLP-1R inv ag	D3 antag	Abeta yeast res	TDP-43 yeast inh	FUS suppressor	Akt phos inh	PTHR1 agonist
O=C(CSc1ccc(-c2ccco2)nn1)NCc1ccccc1	-1%	-3%	17%	10	4%	4%	/	i	i
CC(C)Nc1nc(NC(C)C)nc(SCCOC(=O)Nc2ccc(Cl)cc2Cl)n1	-6%	-5%	?	5	14%	16µM*	/	i	-8%
COc1ccc(-n2c(COc3ccccc3)nnc2SCc2ccc(C#N)cc2)cc1	9%	2%	?	-18	-5%	?	44%	i	i

Further results.
SMILES	aSyn yeast inh	GLP-1R agonist	GLP-1R inv ag	D3 antag	Abeta yeast res	TDP-43 yeast inh	FUS suppressor	Akt phos inh	PTHR1 agonist
COc1ccccc1Cc1nc2ccccc2nc1SCC(=O)Nc1cc(Cl)ccc1OC	/	/	-6%	/	-7%	14%	28%	/	24%
Cn1cnnc1SCc1ccc(C(=O)N/N=C(/CCC(=O)O)c2ccc(C(C)(C)C)cc2)cc1	27%	1%	1%	16	2%	15%	12%	i	i
CCOc1ccccc1NC(=O)C(Sc1ccccc1)c1ccccc1 (configuration not stated)	1%	-9%	?	25	8%	-10%	7%	i	-19%
O=C1C2C3C=CC(CC3)C2C(=O)N1/N=C/c1ccc(O)cc1 (configuration not stated)	-7%	-2%	25%	-21	-12%	-16%	2%	i	i
CSc1c(C#N)c(N)c(C#N)c2c1COC(C)(C)C2	-3%	?	130%[activator]	18	-5%	?	13%	i	-7%[57.5 µM]
C#CCOCCOCCOCCNc1nc(N2CCN(C(=O)Cn3cc(CCCCN)nn3)CC2)nc(N2CCN(C(=O)Cn3cc(CCCN=C(N)N)nn3)CC2)n1	-1%	13%	23%	9	-13%	8%	-13%	i	-24%
CCOC(=O)CC1ON(C)C(=O)N1c1ccc([N+](=O)[O-])cc1 (configuration not stated)	-7%	-3%	-6%	20	0%	-6%	-5%	i	i
CCOc1ccc(-n2c(C)cc(C(=O)NS(=O)(=O)c3ccc(C)cc3)c2C)cc1	9%	3%	2%	-8	?	-16%[0.397 µM]	13%	i	i
CCCCCCCCCCCCCCCC(=O)OC(CC(=O)O)C[N+](C)(C)C (configuration not stated)	-81%&-45%[inhibitor]	-9%	?	-26	-80%[inhibitor]	-89%[inhibitor]	?	i	-15%
O=C(CSc1ccccc1)Nc1ccc(S(=O)(=O)NCC2CCCO2)cc1 (configuration not stated)	10%	0%	0%	9	22%	4%	9%	i	-6%[57.5 µM]
Cc1ccc(N(C(=O)c2cc3ccccc3oc2=O)C2C=CS(=O)(=O)C2)cc1 (configuration not stated)	-4%	4%	7%	22	-9%	-6%	-4%	i	i
Cn1nccc1C(=O)OCC(=O)Nc1cccc(Cl)c1	8%	1%	7%	-18	-1%	16%	/	i	i
O=C(O)c1ccccc1C(=O)Nc1ccc(Oc2ccc3ccccc3c2)cc1	?	14%	?	1	-22%	?	29%	i	-2%
